Compound activity from PubChem BioAssay.
Runt-SMMHC FRET – inhibitors of RUNX1 Runt–CBFb-SMMHC binding, primary screen, biochemical, FRET, Cerulean-Runt, Venus-CBFb-SMMHC, uHTS; inhibition, % at 20 µM; Runt-related transcription factor 1 (Homo sapiens) + Core-binding factor subunit beta …; actives 0.74% (n = 220,000); Cerulean-Runt/Venus-CBFb-SMMHC FRET ratio 530/480, 1 h;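 active = mean inhibition across duplicate retests at 20 µM reaching about 50%, limit read from the data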;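 also: 0% = DMSO wells and 100% = wells with excess untagged CBFb-SMMHC; inhibitors lower the FRET ratio by blocking Runt binding to CBFb-SMMHC; some results filed as inactive read as strong as hits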
Target sequence (Q01196 whole entry, looked up): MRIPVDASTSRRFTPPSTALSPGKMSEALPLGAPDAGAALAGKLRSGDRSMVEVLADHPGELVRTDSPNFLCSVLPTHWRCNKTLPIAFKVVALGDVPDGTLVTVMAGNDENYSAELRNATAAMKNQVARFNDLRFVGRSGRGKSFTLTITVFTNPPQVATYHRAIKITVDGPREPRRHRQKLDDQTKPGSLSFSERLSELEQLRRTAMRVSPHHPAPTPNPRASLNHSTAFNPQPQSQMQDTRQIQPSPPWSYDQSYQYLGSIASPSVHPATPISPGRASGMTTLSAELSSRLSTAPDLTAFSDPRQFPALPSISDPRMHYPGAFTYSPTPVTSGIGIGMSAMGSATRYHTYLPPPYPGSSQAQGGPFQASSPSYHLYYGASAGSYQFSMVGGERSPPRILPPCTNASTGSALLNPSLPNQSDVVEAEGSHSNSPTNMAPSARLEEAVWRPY
Target sequence (Q13951 whole entry, looked up): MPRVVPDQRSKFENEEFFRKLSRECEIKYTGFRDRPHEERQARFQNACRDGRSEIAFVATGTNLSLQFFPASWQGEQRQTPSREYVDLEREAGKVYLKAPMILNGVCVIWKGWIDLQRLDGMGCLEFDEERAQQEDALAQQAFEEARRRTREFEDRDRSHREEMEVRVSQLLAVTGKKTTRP
RBBP9 inhibitor – human RBBP9 inhibitors, primary screen, biochemical, fluorescence polarization, FP-Rh probe, HTS | recombinant RBBP9 | inhibition, % at 7.94 µM | AID 1515, 2009 | Serine hydrolase RBBP9 (Homo sapiens), O75884 | actives 0.2% (n = 220,000);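 active = inhibition above the campaign mean of all tested compounds plus 3 SD, cut at about 14% in these data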;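 also: plate controls were DMSO wells with RBBP9 for no effect and wells lacking RBBP9 protein for full effect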
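Test system: recombinant human RBBP9; Timing: 30 min then 45 min, 25 °C; Detection: fluorescence polarization; Control set: RBBP9 with DMSO as uninhibited control, no-protein wells as full inhibition; Compound dosing: one concentration, 7.94 µM nominal, 0.794% DMSO; Probe or stimulus: FP-Rh activity-based probe, 375 nM before mixing.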
m-calpain inh – inhibitors of pig calpain II, primary screen, biochemical, fluorogenic peptide substrate, 1536-well. actives 0.37% (n = 220,000). purified calpain II, 30 min. inhibition, % at 16 µM. AID 1236, 2008;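 active = inhibition above about 50%, limit read from the data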
TbHK1 inh – Trypanosoma brucei hexokinase 1 inhibitors, primary screen, biochemical, G6PDH-coupled NADH absorbance, MLSCN library; hexokinase 1 [Trypanosoma brucei]; recombinant TbHK1, G6PDH-coupled NADH A340; inhibition, % at 10 µM; actives 0.11% (n = 220,000);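 active = inhibition of 50% or more in the single-dose primary screen; inactive = inhibition below 50%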
NCF1 inh – p47phox/p22phox peptide binding inhibitors, primary screen, biochemical, uHTS, NADPH oxidase regulatory subunit; actives 0.53% (n = 220,000); fluorescence polarization, 2 h; inhibition, % at 24.7 µM;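 active = inhibition above about 30%, limit read from the data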;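 also: 0% = p47phox with labelled peptide and 100% = labelled peptide alone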
Target sequence (P14598 whole entry, looked up): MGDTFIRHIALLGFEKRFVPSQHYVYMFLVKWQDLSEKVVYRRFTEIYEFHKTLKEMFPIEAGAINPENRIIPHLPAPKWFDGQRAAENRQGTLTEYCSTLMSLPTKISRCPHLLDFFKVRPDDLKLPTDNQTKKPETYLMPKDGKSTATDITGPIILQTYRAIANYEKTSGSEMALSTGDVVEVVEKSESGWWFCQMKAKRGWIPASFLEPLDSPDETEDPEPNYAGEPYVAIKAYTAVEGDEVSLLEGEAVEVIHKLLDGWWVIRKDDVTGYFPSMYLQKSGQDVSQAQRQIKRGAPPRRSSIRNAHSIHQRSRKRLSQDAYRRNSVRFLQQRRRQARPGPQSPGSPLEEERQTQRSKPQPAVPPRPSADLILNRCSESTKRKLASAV
EBV gp42 inh – Epstein-Barr virus gp42 inhibitors, primary screen, biochemical, uHTS, fluorescence polarization. Glycoprotein 42 (Epstein-Barr virus (strain AG876)), Q1HVG2. Fluorescence polarization binding assay, mP read-out. inhibition, % (tested at 21.74 µM). actives 0.42% (n = 220,000). AID 1085, 2008; in the data active = inhibition above about 50%
Furin inh – human furin inhibitors, primary screen, biochemical, fluorescence intensity; inhibition, % at 30 µM; purified furin, fluorogenic substrate cleavage; actives 0.061% (n = 220,000); P09958; in the data active = inhibition above about 25%; also: inactives centre near -15
p97 inhibitor – inhibitors of human p97 ATPase, primary screen, biochemical; recombinant p97 ATPase, Kinase-Glo ATP luminescence, 3 h; inhibition, % at 8 µM; actives 0.42% (n = 220,000); AID 1481, 2009; in the data active = inhibition above about 15%;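 also: 0% = DMSO vehicle and 100% = wells lacking enzyme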
Runt-CBFb FRET – inhibitors of RUNX1 Runt–CBFb binding, primary screen, biochemical, FRET, Cerulean-Runt, Venus-CBFb, uHTS. Runt-related transcription factor 1 (Homo sapiens) + Core-binding factor subunit beta …. Cerulean-Runt/Venus-CBFb FRET ratio 530/480, 1 h. inhibition, % at 20 µM. actives 0.46% (n = 220,000);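 active = inhibition over about 50% at 20 µM in the single-dose screen, limit read from the data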;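 also: 0% = DMSO wells and 100% = excess unlabeled CBFb competitor control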
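System: Cerulean-labeled Runt domain protein | Quantity: 100 nM of each labeled protein | Schedule: 1 h compound exposure, room temperature | Detection: Fluorescence energy transfer, 422 nm excitation, 530/480 nm emission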
* = called active by the depositor; i = inactive; / = not tested or not shown; [ ] = remark or other dose.

SMILES	Runt-SMMHC FRET	RBBP9 inhibitor	m-calpain inh	TbHK1 inh	NCF1 inh	EBV gp42 inh	Furin inh	p97 inhibitor	Runt-CBFb FRET
COc1ccc(C(=O)NCC(=O)N/N=C/c2cccc(OC(=O)c3ccco3)c2)cc1OC	-2	8	-12	-5	-8	-2	-30	5	-6
O=C(N/C(=C\c1ccccc1)C(=O)N1CCCCCC1)c1ccccc1	-1	0	13	-9	-1	-5	-16	0	0
Nc1nnc(SCC(=O)N2CCN(c3cccc(Cl)c3)CC2)n1-c1ccccc1	/	0	-12	0	-24	-20	-19[20 µM]	0	/
Fc1ccccc1/C=N/n1cnnc1	-3	-3	6	6	-5	-4	5[20 µM]	-3	-1
CCNc1nc2c(c(=O)[nH]c(=O)n2C)n1CC(C)C	-2	-3	-38	-4	-14	1	-26	8	2
COc1cc(C2C3=C(CC(C)(C)CC3=O)N(C)C(=O)N2C)cc(OC)c1OC (centres undefined)	0	-3	14	-19	-8	-44	-21	-6	-2
Cc1cc(Cl)n2ncc(-c3ccccc3)c2n1	0	3	-17	-20	-10	-8	-22	12	0
Cc1ccnc(NC2(C(F)(F)F)N=C3SCCN3C2=O)c1 (centres undefined)	1	-4	8	2	2	-4	2	1	-2
O=C(CSc1ccc(-c2ccc(F)cc2)nn1)N1CCN(c2ccccc2)CC1	-4	-5	16	-5	-24	9	-7	-5	-1
CCC1(C)Cc2ccccc2-c2nc(NCCCO)n(C)c(=O)c21 (centres undefined)	-2	-1	-322	-24	-2	-1	-100	-6	1
c1ccc(-c2noc(-c3ccc4c(c3)OCO4)n2)cc1	-1	-1	6	0	-3	-10	-26	1	0
CC(=O)[C@H]1[C@@H]2C(=O)N(c3cccc(Cl)c3)C(=O)[C@@H]2[C@H]2c3ccccc3C=CN21	-60	-5	-168	-15	-22	21	-9	6	-5
CC(C)C(=O)Nc1nnc(Cc2ccccc2)s1	-4	-3	-2	5	-7	-1	-9	-1	-1
CC(=O)N1c2ccccc2C(=O)OC1c1cccnc1 (centres undefined)	-2	0	-19	4	-4	-4	-21	-1	-2
COc1ccc(-c2cc(C3CCN(c4ccc(C(C)=O)cc4[N+](=O)[O-])CC3)[nH]n2)cc1	-3	-11	-14	-11	0	-4	-8[20 µM]	2	-2
CCCCCC(=O)NC(CC(=O)OC)c1ccc2c(c1)OCO2 (centres undefined)	2	-6	-10	1	-8	1	-22	1	1
Cc1ccc(N(C(C)C(=O)N2CCCCC2)S(C)(=O)=O)cc1C (centres undefined)	0	-5	12	-8	-2	-18	-21	-4	0
Cc1ccc(N2C(=O)C3N=NN(CC(=O)N4N=C(c5ccccc5)CC4c4ccccc4)C3C2=O)cc1 (centres undefined)	-7	-10	-179	-2	-1	-7	-17	-1	-6
Cn1cnnc1SCCOc1ccc(Cl)cc1	1	-5	-21	4	-3	-9	-26	8	2
Cc1ccc(C(=O)Nc2ccc3c(c2)nc2n3CCSC2)cc1	-2	-4	-166	-5	-12	-21	-25	4	-1
C=CCn1c(N)c(C(=O)NCC2CCCO2)sc1=S (centres undefined)	0	-5	17	-27	-3	-8	5	0	1
COc1ccc(N2CCN(C(=O)c3ccc4c(Cl)c5c(nc4c3)CCCC5)CC2)cc1	-3	-12	4	-1	-1	2	-9	-3	-2
O=C(NCc1ccc2c(c1)OCO2)C1CCCN(C(=O)c2ccc(Cl)cc2)C1 (centres undefined)	-4	1	-9	-3	-15	-7	-14[20 µM]	2	20
Cc1ccc(C(=O)N2C(=O)C(c3ccccc3)Oc3ccccc32)cc1 (centres undefined)	-2	-7	8	-14	-2	15	-14	1	2
NC(=O)CN1CCN(C(=O)NC2CCCCC2)CC1	2	-9	3	-1	-5	-6	-20	-10	2

Part of the list above in order of molecular weight, high to low:
SMILES	Runt-SMMHC FRET	RBBP9 inhibitor	m-calpain inh	TbHK1 inh	NCF1 inh	EBV gp42 inh	Furin inh	p97 inhibitor	Runt-CBFb FRET
COc1ccc(N2CCN(C(=O)c3ccc4c(Cl)c5c(nc4c3)CCCC5)CC2)cc1	-3	-12	4	-1	-1	2	-9	-3	-2
O=C(NCc1ccc2c(c1)OCO2)C1CCCN(C(=O)c2ccc(Cl)cc2)C1 (centres undefined)	-4	1	-9	-3	-15	-7	-14[20 µM]	2	20
Cc1ccnc(NC2(C(F)(F)F)N=C3SCCN3C2=O)c1 (centres undefined)	1	-4	8	2	2	-4	2	1	-2

Remaining list, next part:
SMILES	Runt-SMMHC FRET	RBBP9 inhibitor	m-calpain inh	TbHK1 inh	NCF1 inh	EBV gp42 inh	Furin inh	p97 inhibitor	Runt-CBFb FRET
CC(c1ccccc1F)n1cc(C(=O)NCCc2ccco2)nn1 (centres undefined)	-1	-7	-19	-16	-6	-8	-24	-2	-3
COC(=O)c1cc(C(=O)OC)cc(-n2c(C)cc(C(=O)COC(=O)CNS(=O)(=O)c3ccc(C)cc3)c2C)c1	3	-9	-26	4	-67	-14	-33	6	0
CN(Cc1ccccc1)C(=O)COC(=O)/C=C/c1ccco1	-2	-9	-65	-1	-6	19	-30	5	0
COc1cc(NS(=O)(=O)c2ccc(NS(=O)(=O)c3ccccc3)cc2)nc(OC)n1	2	-10	29	3	-3	-7	-10	-3	-1
CS(=O)(=O)N(CC(N)=O)c1cccc(Br)c1	1	-6	-11	2	-7	-5	-13[20 µM]	-3	-2
Cn1nccc1NC(=O)Nc1cccc([N+](=O)[O-])c1	1	-11	-11	-10	-13	-12	-19	3	2
C=CCSc1nnc(NC(=O)COc2ccc3ccccc3c2)s1	-3	3	-17	-8	-11	-14	-5[20 µM]	1	0
COc1ccc(C(c2nnnn2CCc2ccccc2)N2CCN(C)CC2)cc1OC (centres undefined)	-3	-6	12	-2	1	-19	-11	5	2
CCCCNCc1cc(OC)c(OCC(N)=O)cc1Br	2	0	-22	3	-4	-6	-7[20 µM]	4	-1
OCC1CCN(Cc2cn(Cc3ccccc3)nc2-c2cc3ccccc3o2)CC1	1	-4	13	-5	-5	-11	-22	2	-1
O=C(COC(=O)c1cc(Br)ccc1Cl)NC1CC1	4	-4	-9	-11	-4	-21	-21	2	0
Cc1ccccc1C(=O)Oc1cc(N)n(S(=O)(=O)c2ccccc2)n1	-2	-9	-1	-1	0	6	-18	3	-2
Cc1nc(NC(=O)c2cccc(-c3cc4ccccc4oc3=O)c2)ccc1Br	2	2	-5	16	41*	0	-28	4	0
N#Cc1c(Nc2ccccc2)c(/C=N/N=C/c2ccccc2)c[nH]c1=O	1	0	-47	-14	-2	7	-14	4	1
CCn1cc(C(=O)NCc2cccc(F)c2)c(=O)c2cc(F)c(N3CCN(C(=O)c4ccco4)CC3)cc21	-11	0	-458	-23	-7	-12	-32[20 µM]	3	-12
O=C(O)CC(NC(=O)Cc1ccc([N+](=O)[O-])cc1)c1ccc2c(c1)OCO2 (centres undefined)	-1	2	14	7	2	2	-14	9	-2
Cc1cc(C(=O)COC(=O)CN(C)S(=O)(=O)c2ccc(Cl)cc2)c(C)n1CC1CCCO1 (centres undefined)	5	0	24	-8	-1	-1	-3	-7	1
Cc1n[nH]c(=O)nc1NCc1ccccc1	-3	-3	-10	7	-11	-18	-16	-4	-1
Cc1ccc(-c2ccc(SCC(=O)Nc3nonc3C)nn2)cc1	2	-6	-14	0	-6	-10	-14[20 µM]	-2	1
N#CCSCC(=O)Nc1ccc(Cl)cc1	1	0	-31	2	0	-13	-18[20 µM]	7	3
Cn1cccc1CC(=O)NNC(=O)Nc1cccc(Cl)c1	1	0	-7	-2	-9	-7	-22	3	0
Cc1cc(C(=O)Nc2ccc(S(=O)(=O)Nc3onc(C)c3C)cc2)c(C)o1	-2	3	-39	5	-10	-13	-2[20 µM]	-7	1
CN(C1CCCCC1)S(=O)(=O)c1cccc(C(=O)OCC(=O)NC2CCCc3ccccc32)c1 (centres undefined)	7	-10	1	6	-17	0	-18	0	-3
O=C(NC1=NCCS1)c1cccc2ccccc12	-4	-5	-2	-5	-6	1	-9	2	-3
CCn1cc(C(=O)OCC(=O)Nc2ccc(C(C)C)cc2)c(=O)c2ccc(C)nc21	-8	-11	2	-5	-4	-5	-28	-3	-4

Four entries out of the list above, arranged by their value in Furin inh, smallest number first:
SMILES	Runt-SMMHC FRET	RBBP9 inhibitor	m-calpain inh	TbHK1 inh	NCF1 inh	EBV gp42 inh	Furin inh	p97 inhibitor	Runt-CBFb FRET
Cc1nc(NC(=O)c2cccc(-c3cc4ccccc4oc3=O)c2)ccc1Br	2	2	-5	16	41*	0	-28	4	0
COc1ccc(C(c2nnnn2CCc2ccccc2)N2CCN(C)CC2)cc1OC (centres undefined)	-3	-6	12	-2	1	-19	-11	5	2
COc1cc(NS(=O)(=O)c2ccc(NS(=O)(=O)c3ccccc3)cc2)nc(OC)n1	2	-10	29	3	-3	-7	-10	-3	-1
O=C(NC1=NCCS1)c1cccc2ccccc12	-4	-5	-2	-5	-6	1	-9	2	-3

(next part)
SMILES	Runt-SMMHC FRET	RBBP9 inhibitor	m-calpain inh	TbHK1 inh	NCF1 inh	EBV gp42 inh	Furin inh	p97 inhibitor	Runt-CBFb FRET
COc1ccc(C(C#N)Nc2ccccc2C)cc1 (centres undefined)	2	-5	-14	5	-9	-10	-5[20 µM]	2	3
CCOC(=O)C1=C(C)NC(=O)NC1c1cc(Br)c(O)c(OC)c1 (centres undefined)	0	-18	-17	6	-2	-3	-7[20 µM]	-1	6
Cc1onc(-c2ccccc2Cl)c1C(=O)Nc1ccc(-c2cn3cccnc3n2)cc1	-7	-1	i	18	-6	-9	-21	7	0
CC(=O)c1c(NC(=O)C(C)C)nc(C)nc1-c1ccccc1	-3	-5	-40	-9	-2	-10	-22	1	0
CC(Sc1nnc2ccccn12)C(=O)N1CCc2ccccc2C1 (centres undefined)	-2	-11	-6	-1	-8	-36	-20[20 µM]	2	-1
COc1ccc(OC)c(CN2CCC(CO)(CCOc3ccccc3)CC2)c1	4	-7	21	3	-6	4	-11	-3	0
CC(C)c1ccc(CNc2c([N+](=O)[O-])c(=O)oc3ccccc23)cc1	-2	-11	25	6	6	-2	-5	-4	16
COc1ccccc1NC(=O)NC(N)=O	1	-2	-7	-1	-19	-9	-16[20 µM]	-6	1
COc1ccc(O)c(N)c1	-21	7	-21	2	43*	-3	-26	12	10
CC1CCN(CCC(=O)Nc2nccs2)CC1	0	-10	-12	7	-2	-6	-18	2	-1
CCOC(CNC(=O)c1ccc(N2CCc3ccccc32)c([N+](=O)[O-])c1)OCC	0	-3	6	-21	15	-10	1	-3	-3
CCCCOc1ccc(C(=O)Nn2cnnc2)cc1	1	-9	26	4	-17	-10	-11[20 µM]	6	3
O=C(O)c1cccc(NC(=O)c2cn(-c3ccccc3)nc2-c2cc3ccccc3o2)c1	-8	-6	-23	9	-32	8	-20	4	-15
CCOC(=O)c1c(N)n(CCOC(=O)c2cccs2)c2nc3ccccc3nc12	109*	-2	i	-12	-16	-19	-74	21*	45
CCCCCCN1C2=NCCCN2c2ccccc21	4	-6	-13	-2	-9	0	-18	6	-1
O=c1cc(CO)oc(C(Nc2ccccn2)c2ccc(C(F)(F)F)cc2)c1O (centres undefined)	4	2	-21	-12	2	-3	-17	-2	-1
